Compound activity as filed in PubChem.
miR122 inh – blocks miR-122 activity in Huh7 sensor cells; Huh7 miR-122 Renilla luciferase sensor, 48 h; neutral wells = 0, positive control = 100; 340,000 tested, 0.3% active; activation (reporter increase), % at 12.5 µM; AID 602342;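 active means mean replicate activation score at least 90 and every replicate individually at or above 90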;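 further: higher luciferase means less miR-122 activity so hits act as miR-122 inhibitors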
Active calls of the source: *.

For COc1ccccc1N1CCN(C(=O)c2cc(-c3ccc(Cl)c(Cl)c3)on2)CC1 the results were miR122 inh 6.
Screening COc1ccc(-c2cc(C3CC3)nc3sc(C#N)c(N)c23)cc1 returned miR122 inh -7.
OC1(CN2CCOCC2)C2CN3CCN(C2)CC1(c1ccccc1)C3 (configuration not stated) was read as miR122 inh 7.
For Cc1nn(-c2ccccc2)c2sc(C(=O)OC3CCOC3=O)cc12 (configuration not stated) the results were miR122 inh -2.
COc1cccc(/C=N/n2cnnc2)c1OCc1ccccc1 was read as miR122 inh 1.
Screening O=C1/C(=C/c2ccc3c(c2)OCO3)Oc2cc(OCC(=O)N3CCC[C@H]3C(=O)O)ccc21 returned miR122 inh -2.
For O=C(Nc1ccc(Cl)cc1F)C1CCN(S(=O)(=O)c2cccnc2)CC1 the results were miR122 inh -5.
CN(Cc1ccccc1)C(=O)CCSc1nc(-c2ccc3c(c2)OCO3)cc(C(F)(F)F)n1 was read as miR122 inh 3.
`COc1ccc(N(C)S(=O)(=O)c2cccc(C(=O)NCC3CCCO3)c2)cc1` (configuration not stated) gave miR122 inh 1.
Screening O=C(CNC(=O)c1ccccc1)NCC1COc2ccccc2O1 (configuration not stated) returned miR122 inh 5.
Screening O=C(Oc1ccc2cccc(OC(=O)N3CCOCC3)c2c1)N1CCOCC1 returned miR122 inh -3.
`O=C(Nc1ncccc1O)c1cccc(S(=O)(=O)N2CCc3ccccc32)c1` gave miR122 inh 3.
For Brc1ccc(C2Nc3cccc4cccc(c34)N2)o1 the results were miR122 inh 3.
Screening CC(=O)c1ccc(N2CCN(S(=O)(=O)c3cccc(S(=O)(=O)N4CCOCC4)c3)CC2)cc1 returned miR122 inh 3.
`Cc1cc2cc(CN(Cc3ccco3)S(=O)(=O)c3c(C)ccc4nsnc34)c(=O)[nH]c2cc1C` gave miR122 inh -2.
Cc1nc(N2CCC3(CC2)OCCO3)c2nnn(Cc3ccccc3F)c2n1 was read as miR122 inh -3.
CC1CC1C(=O)Nc1nc(-c2ccccc2)cs1 (configuration not stated) was read as miR122 inh -3.
For O=C(NCc1ccccc1)c1cc2ccccc2o1 the results were miR122 inh -1.
Screening CC(C)COc1ccc(C(=O)OCCN2CCOCC2)c(O)c1 returned miR122 inh -5.
For Cc1cccc(C(=O)NN2C(=O)C3C(c4ccccc4)C=CC(c4ccccc4)C3C2=O)c1 (configuration not stated) the results were miR122 inh 1.
Screening COc1ccc(C(=O)NC2CCCCCC2)cc1S(=O)(=O)N1CCCc2ccccc21 returned miR122 inh 8.
`O=C(CCC1COc2ccccc2O1)Nc1ccc(Cl)cn1` (configuration not stated) gave miR122 inh -1.
`CS(=O)(=O)N(Cc1ccc(C(=O)Nc2ccccc2Sc2ccccc2)cc1)c1ccccc1` gave miR122 inh 3.
Screening CCc1ccc(S(=O)(=O)/N=C2\C=C(Nc3ccc(O)cc3)C(=O)c3ccccc32)cc1 returned miR122 inh -10.
O=C(NC(O)C(=O)c1cccs1)c1cccnc1 (configuration not stated) was read as miR122 inh 4.
For COCCNC(=O)c1c(N)n(-c2cccc(C)c2)c2nc3ccccc3nc12 the results were miR122 inh 6.
`c1ccc(-c2cn3c(n2)CCc2ccc4cccnc4c2-3)cc1` gave miR122 inh 5.
For CCC1c2ccc(C)n2CCN1C(=O)Nc1ccccc1C(=O)OC (configuration not stated) the results were miR122 inh -7.
COc1cccc(C(C#N)N2N=C(C)CC2(C)C)c1O (configuration not stated) was read as miR122 inh 0.
Screening COc1ccc2cc(CN(CCO)C(=O)c3ccc(Br)cc3)c(=O)[nH]c2c1 returned miR122 inh -2.
Screening CCOc1ccc2sc(NS(=O)(=O)c3ccc(OC)c(OC)c3)nc2c1 returned miR122 inh -4.
Cn1cnnc1SCC(=O)N1N=C2/C(=C/c3ccco3)CCCC2C1c1ccco1 (configuration not stated) was read as miR122 inh -3.
CCOC(=O)c1cnc(-n2nc(C)cc2C)nc1Nc1cccc(C(=O)O)c1 was read as miR122 inh 1.
`CN=C(C)C1=C(O)C(C(=O)OC)C(C)(C)CC1=O` (configuration not stated) gave miR122 inh -6.
Screening CCCOc1cc(C)nc(-c2ccccc2O)n1 returned miR122 inh -3.
For C/C(=N/NC(=O)Cc1cccc2ccccc12)c1cccs1 the results were miR122 inh 7.
O=c1oc2ccccc2nc1/C=C(\O)c1ccc(Br)cc1 was read as miR122 inh -3.
For Cc1ccccc1OCCn1c(=O)sc2ccccc21 the results were miR122 inh -2.
For COc1ccc(OCCNC(=O)c2ccccc2OCC(=O)N2CCCCC2)cc1 the results were miR122 inh 19.
For COc1ccccc1N1CCN(C(=O)C2CCN(S(=O)(=O)N3CCOCC3)CC2)CC1 the results were miR122 inh 1.
For COc1ccc(-c2cc(C#N)nc(N3CCNCC3)n2)cc1 the results were miR122 inh 8.
For CC1CN(Cc2ccc(Cl)cc2Cl)CC(C)O1 (configuration not stated) the results were miR122 inh 2.
Screening COc1cccc(NC(=O)CN2CCN(c3ccc(F)cc3)CC2)c1 returned miR122 inh 0.
O=C(c1cccs1)N1CCN(Cc2nc3ccccc3c(=O)[nH]2)CC1 was read as miR122 inh 0.
Screening CC(C)N1CC(C(=O)Nc2ccccc2)CC1=O (configuration not stated) returned miR122 inh 1.
Cc1ccc(CSc2nc3c(c(N(C)C)n2)CCCC3)cc1 was read as miR122 inh 0.
`COc1cc(-c2cc(C(=O)O)c3c(OC)c(OC)c(OC)cc3n2)ccc1O` gave miR122 inh 6.
`COc1ccc(CN2CC(C(=O)NCCC3=CCCCC3)CC2=O)cc1` (configuration not stated) gave miR122 inh -2.
Screening O=C(Cn1c(=O)c2cccn2c2cccnc21)N1CCN(c2ccc(Cl)cc2)CC1 returned miR122 inh -15.
Screening Clc1ccc(OCc2cc(-c3ccccc3)no2)c(Cl)c1 returned miR122 inh 1.
`COC(=O)c1sc(NC(=O)C2CCCO2)c(C(=O)OC)c1C` (configuration not stated) gave miR122 inh -5.
Screening CCOC(=O)CCSc1nc(-c2ccccc2)cc(C(F)(F)F)n1 returned miR122 inh 6.
`Cc1ccnc(N/C=C(/NC(=O)c2ccccc2)C(=O)N/N=C\c2ccc(F)cc2)n1` gave miR122 inh 9.
COc1ccccc1C1=NN(C(=S)Nc2ccccc2)C(c2ccco2)C1 (configuration not stated) was read as miR122 inh 2.
`COc1ccc(NC(=O)Nc2nnc(-c3ccccc3SCc3ccccc3)s2)cc1` gave miR122 inh 1.
O=c1nc(N2CCOCC2)ccn1Cc1ccc(Br)cc1 was read as miR122 inh -6.
`O=C(CN(CC1CCCO1)C(=O)CCC(=O)Nc1ccccn1)NCC1CCCO1` (configuration not stated) gave miR122 inh 2.
Screening C/C(N)=C(\C#N)C(=O)NCCc1ccccn1 returned miR122 inh 4.
Screening CCCC1=C(C(=O)OCC)C(c2c(C)nn(-c3ccccc3)c2Cl)C(C#N)=C(N)O1 (configuration not stated) returned miR122 inh -4.
Screening O=C(O)CCCNS(=O)(=O)c1cccs1 returned miR122 inh -3.

Looked up by compound from the entries so far, six records:
Screening COc1ccc(-c2cc(C3CC3)nc3sc(C#N)c(N)c23)cc1 returned miR122 inh -7.
Screening CC(C)N1CC(C(=O)Nc2ccccc2)CC1=O (configuration not stated) returned miR122 inh 1.
COc1cccc(C(C#N)N2N=C(C)CC2(C)C)c1O (configuration not stated) was read as miR122 inh 0.
For COc1ccccc1N1CCN(C(=O)c2cc(-c3ccc(Cl)c(Cl)c3)on2)CC1 the results were miR122 inh 6.
Screening O=C(Oc1ccc2cccc(OC(=O)N3CCOCC3)c2c1)N1CCOCC1 returned miR122 inh -3.
`O=C(CCC1COc2ccccc2O1)Nc1ccc(Cl)cn1` (configuration not stated) gave miR122 inh -1.

(cont.)
O=C(CCn1nc(-c2ccc(Cl)cc2)ccc1=O)N1CCN(c2ccccn2)CC1 was read as miR122 inh -5.
Cc1cc(C)n(Cc2ccccc2)c(=O)c1S(=O)(=O)c1ccccc1 was read as miR122 inh 1.
CCOC(=O)N1CCN(C(=O)c2nc3ccccc3s2)CC1 was read as miR122 inh -2.
`CCC(C)(C(=O)NC1CCCC1)N(C(=O)c1cnccn1)c1c(C)n(C)n(-c2ccccc2)c1=O` (configuration not stated) gave miR122 inh 32.
Clc1cc(Br)ccc1OCCOCCN1CCOCC1 was read as miR122 inh -1.
`CCN(CC(=O)NC1CCS(=O)(=O)C1)c1ccc(S(C)(=O)=O)cc1[N+](=O)[O-]` (configuration not stated) gave miR122 inh 21.
Screening COCC(=O)N(Cc1cc2ccccc2[nH]c1=O)c1ccccc1OC returned miR122 inh -3.
For O=C1c2ccccc2-c2c1cccc2C(=O)N1CCOCC1 the results were miR122 inh 4.
For CC(C)Cn1c(-c2nn(C)cc2Cl)n[nH]c1=S the results were miR122 inh -2.
`Fc1ccc(C(c2nnnn2C2CCCC2)N2CCN(Cc3ccccc3)CC2)cc1` (configuration not stated) gave miR122 inh 11.
`Cc1cc(C(=O)CSc2nn3c(=O)c(C(C)(C)C)nnc3s2)c(C)n1-c1ccc(F)cc1` gave miR122 inh -2.
For O=C(CC1SC(=Nc2ccccc2)N(CCCO)C1=O)Nc1ccc(Cl)cc1 (configuration not stated) the results were miR122 inh 0.
`CCN1C(=O)CC(n2c(C)nc3ccccc32)C1=O` (configuration not stated) gave miR122 inh -7.
O=C(Nc1ccon1)c1sc2cc(F)ccc2c1Cl was read as miR122 inh -3.
CCN(CC)C(=O)c1sc(NC(=O)Cc2ccccc2)c(C#N)c1C was read as miR122 inh 8.
`CCOc1ccc(C(=O)Nc2ccc(S(=O)(=O)N3CCOCC3)cc2)cc1OCC` gave miR122 inh 3.
Screening N#Cc1c(N(CCO)CCO)nc(N)c2c(N)nc3c(c12)CC(=O)N3Cc1cccs1 returned miR122 inh -3.
`CC(C)N(Cc1cc2ccccc2[nH]c1=O)C(=O)C(C)(C)C` gave miR122 inh -1.
CCOC(=O)C1=C(COc2ccc(F)cc2Cl)NC(=O)NC1c1cc(C)ccc1C (configuration not stated) was read as miR122 inh 0.
For Cc1ccccc1N=C(NOCc1ccccc1)c1nonc1N the results were miR122 inh 10.
Screening Cc1nn(-c2c(Cl)cc(Cl)cc2Cl)c(=O)c2ccccc12 returned miR122 inh 1.
For Cc1cccc(OC(C)C(=O)N2CCCN(C)CC2)c1C (configuration not stated) the results were miR122 inh -6.
CN1CCN(C(=O)c2ccc3c(=O)n(Cc4ccc(Cl)cc4)c(=S)[nH]c3c2)CC1 was read as miR122 inh -7.
`CS(=O)(=O)N(CC(O)Cn1c2ccccc2c2ccccc21)c1ccccc1` (configuration not stated) gave miR122 inh 3.
Screening Cc1cccc(/C=N\NC(=O)c2sccc2-n2cccc2)c1 returned miR122 inh 2.
Screening C=CCn1c(=NC(=O)c2sc3ccccc3c2Cl)sc2cc(S(N)(=O)=O)ccc21 returned miR122 inh -3.
Screening CS(=O)(=O)N1N=C(c2ccc(Cl)cc2)CC1c1cccs1 (configuration not stated) returned miR122 inh 126*.
CCn1c(COc2ccccc2C)nnc1SCC(=O)N1CCC(C)CC1 was read as miR122 inh 3.
`CCCCC(c1nnnn1CCOC)N1CCN(c2cccc(OC)c2)CC1` (configuration not stated) gave miR122 inh 12.
`Cc1ccc(NC(=O)CSc2nnc(-c3cnccn3)n2Cc2ccco2)cc1` gave miR122 inh -1.
For C=CCn1c(=O)c2ccccc2n2c(SCC(N)=O)nnc12 the results were miR122 inh -1.
Cn1c(/N=C/c2c(O)ccc3ccccc23)nc2ccccc21 was read as miR122 inh 2.
For CSc1nc(Sc2ccccc2)c2ccccc2n1 the results were miR122 inh -9.
For Cc1nc(Nc2ccc3c(c2)OCCO3)c2oc3ccccc3c2n1 the results were miR122 inh -3.
`c1ccc(-n2c(SCc3ccncc3)nnc2-c2ccco2)cc1` gave miR122 inh -6.
`COc1ccc(N(CC(=O)NCCc2cccc(C)c2)S(=O)(=O)c2c(C)noc2C)cc1` gave miR122 inh -4.
CCN(CC)C(=O)CCn1nc(-c2ccc(C)cc2)c2ccccc2c1=O was read as miR122 inh -4.

Structures shown so far with an NH in an aromatic ring:
`Cc1cc2cc(CN(Cc3ccco3)S(=O)(=O)c3c(C)ccc4nsnc34)c(=O)[nH]c2cc1C` gave miR122 inh -2.
Screening COc1ccc2cc(CN(CCO)C(=O)c3ccc(Br)cc3)c(=O)[nH]c2c1 returned miR122 inh -2.
O=C(c1cccs1)N1CCN(Cc2nc3ccccc3c(=O)[nH]2)CC1 was read as miR122 inh 0.
Screening COCC(=O)N(Cc1cc2ccccc2[nH]c1=O)c1ccccc1OC returned miR122 inh -3.
For CC(C)Cn1c(-c2nn(C)cc2Cl)n[nH]c1=S the results were miR122 inh -2.
`CC(C)N(Cc1cc2ccccc2[nH]c1=O)C(=O)C(C)(C)C` gave miR122 inh -1.
CN1CCN(C(=O)c2ccc3c(=O)n(Cc4ccc(Cl)cc4)c(=S)[nH]c3c2)CC1 was read as miR122 inh -7.

An excerpt; rates above refer to the full screens.
